CXXC DNA block: qHTS Fluorescence Polarization Assay for Inhibitors of MLL CXXC domain - DNA interaction | MLL-CXXC / FITC-HOXA9 DNA fluorescence polarization | Potency, µM (titrated, usually from 115 µM), for inactives: at the top dose activity change, negative = inhibition, usual class: inhibitors | Histone-lysine N-methyltransferase 2A (Homo sapiens), Q03164 | 290,000 tested, 0.037% active; active = well fitted inhibition curve with a large enough effect in the polarisation, with a control signal flat, not every such curve was filed as active; inconclusive = small, poorly fitted or top-dose-only effect, or effect the other way, or a change in a side signal; inactive = no such curve, though single readings can be large or run the other way; the % refers to the polarisation
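Purified MLL-CXXC (added from a 7 uM solution) was preincubated 5 min at ambient with pinned compounds in 50 mM Tris-HCl pH 7.5, 50 mM NaCl, 1 mM DTT, 0.05% BSA. Fluorescein-labeled HOX-A9 DNA (50 nM solution) followed, 30 min, then polarization read.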
NPC1 prom act: qHTS Assay for NPC1 Promoter Activators. Huh7 NPC1 promoter luciferase reporter, 24 h. Potency, µM (titrated, usually from 9.22 µM), for inactives: top-dose activation, hits mostly activators. AID 485313, 2010. 320,000 tested, 2.4% active;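 note: % of control where 0% means no effect; nearly all actives have a fitted effect of over 60% in size; reporter is driven by a mutant NPC1 promoter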
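NPC1 promoter–luciferase Huh7 cells; 24 h compound; luminescence.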
uPA surface inh: qHTS for Inhibitors of Cell Surface uPA Generation | 330,000 tested, 0.31% active | Potency, µM (series often up to 38.3 µM), without a hit: top-dose activity change, negative = inhibition, hits mostly inhibitors | cell surface uPA generation assay, qHTS; active = well fitted inhibition curve with a large enough effect; inconclusive = small, poorly fitted or top-dose-only effect; inactive = no such curve, though single readings can be large or run the other way; tested in mouse RAW 264.7 cells; note: % is set by controls: 0 for no effect and ±100 for the full control effect; nearly all actives have a fitted effect of over 55% in size
BRCA1 expr act: qHTS Assay to Identify Small Molecule Activators of BRCA1 Expression | Potency, µM (titrated, usually from 46.1 µM), for the others: at the top dose activation, actives largely listed as activators | MCF7-BRCA1-FFLuc reporter, luminescence, 48 h; response scale: scaled: vehicle 0%, 10 µM genistein 100% | 380,000 tested, 1.1% active; note: nearly all actives have a fitted effect of over 80% in size; some results filed as inactive show a strong effect at the top dose
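Reporter cells (MCF7, BRCA1 promoter-firefly luciferase) received library compounds across a concentration series for 48 h. End-point luminescence was measured and concentration-effect curves derived after normalization.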
MBNL1 CUG block: qHTS Assay for Inhibitors of MBNL1-poly(CUG) RNA binding | Muscleblind-like protein 1 (Homo sapiens), Q9NR56 | TR-FRET MBNL1-His/biotin-(CUG)12 binding, 665/545 ratio | Potency, µM (highest dose often 57.5 µM), without a hit: at the highest dose activity change, negative = inhibition, actives largely listed as inhibitors | 280,000 tested, 0.036% active | AID 2675, 2010; active = well fitted inhibition curve with a large enough effect in the signal ratio, with a control signal flat, not every such curve was filed as active; inconclusive = small, poorly fitted or top-dose-only effect, or effect the other way, or a change in a side signal; inactive = no such curve, though single readings can be large or run the other way; the % refers to the signal ratio; note: % is set by controls: 0 for no effect and ±100 for the full control effect
Target sequence (Q9NR56 whole entry, looked up): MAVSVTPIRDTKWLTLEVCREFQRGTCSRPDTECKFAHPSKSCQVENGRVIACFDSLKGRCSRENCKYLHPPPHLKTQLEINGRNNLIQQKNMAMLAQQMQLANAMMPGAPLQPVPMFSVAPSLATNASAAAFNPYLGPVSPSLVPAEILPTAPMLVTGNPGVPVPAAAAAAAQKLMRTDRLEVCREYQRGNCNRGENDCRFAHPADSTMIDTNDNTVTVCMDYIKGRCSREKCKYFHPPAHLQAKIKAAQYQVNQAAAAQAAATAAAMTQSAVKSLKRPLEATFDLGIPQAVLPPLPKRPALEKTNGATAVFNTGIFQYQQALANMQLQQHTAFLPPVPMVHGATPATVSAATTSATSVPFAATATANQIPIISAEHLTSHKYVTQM
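His-tagged MBNL1 binding to biotinylated (CUG)12 RNA was measured by TR-FRET using terbium anti-His antibody (0.055 ng/ul final) and streptavidin-XL665 (5 nM final). Compounds were titrated 92 nM to 58 uM; 60 min at room temperature.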
RORg inh: qHTS for inhibitors of ROR gamma transcriptional activity; Potency, µM (doses to about 53.6 µM), inactives show at the highest dose activity change, negative = inhibition, hits mostly inhibitors; AID 2551, 2010; 310,000 tested, 5.4% active; Drosophila S2 Gal4-RORgamma UAS-luciferase reporter, 20 h; note: % is set by controls: 0 for no effect and ±100 for the full control effect; nearly all actives have a fitted effect of over 60% in size
Target sequence (P51450 whole entry, looked up, the tested form may be a part): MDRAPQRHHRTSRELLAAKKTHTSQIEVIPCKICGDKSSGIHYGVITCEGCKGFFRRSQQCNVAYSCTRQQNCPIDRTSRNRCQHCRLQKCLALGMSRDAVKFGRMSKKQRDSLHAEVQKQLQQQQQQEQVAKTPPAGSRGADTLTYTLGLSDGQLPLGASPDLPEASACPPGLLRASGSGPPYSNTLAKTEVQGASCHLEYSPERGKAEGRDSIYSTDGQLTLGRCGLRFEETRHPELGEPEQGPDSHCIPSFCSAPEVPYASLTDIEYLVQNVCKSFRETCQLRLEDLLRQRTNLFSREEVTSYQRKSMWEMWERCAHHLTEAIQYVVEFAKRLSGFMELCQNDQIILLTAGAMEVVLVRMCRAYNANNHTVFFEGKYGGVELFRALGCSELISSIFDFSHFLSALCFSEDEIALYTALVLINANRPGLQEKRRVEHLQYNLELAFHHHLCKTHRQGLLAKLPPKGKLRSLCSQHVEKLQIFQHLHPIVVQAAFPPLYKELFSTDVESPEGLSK
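In this cell-based reporter format, copper sulfate (700 uM final) drives Gal4–ROR gamma fusion expression from a metallothionein promoter in Drosophila Schneider cells; compounds preincubated 1 hr, reporter read after 20 hr at ambient temperature.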
Gal4-VP16 FLuc: VP16 counterscreen qHTS for inhibitors of ROR gamma transcriptional activity. Potency, µM (top dose mostly 53.6 µM), for the others: top-dose activity, negative = inhibition, most hits filed as inhibitors. AID 2546, 2010. Drosophila S2 Gal4-VP16 UAS-luciferase, luminescence, 20 h. 310,000 tested, 3.5% active;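 note: Gal4-VP16 expression switched on by copper sulfate through the metallothionein promoter; % is set by controls: 0 for no effect and ±100 for the full control effect; nearly all actives have a fitted effect of over 50% in size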
ELG1 genotox: qHTS screen for small molecules that induce genotoxicity in human embryonic kidney (HEK293T) cells expressing luciferase-tagged ELG1 | 330,000 tested, 1.3% active | HEK293T ELG1-luciferase reporter, luminescence, 16 h | Potency, µM (highest dose often 46 µM), for inactives: top-dose activity change, positive = activation, usual class: activators; note: % of control where 0% means no effect; nearly all actives have a fitted effect of over 60% in size
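After overnight (16 hr) compound treatment at 37 °C, ELG1-luciferase HEK293T cells were lysed with ONE-Glo; luminescence quantified 30 min later at room temperature.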
FLuc modulator: qHTS profiling assay for firefly luciferase inhibitor/activator using purifed enzyme and Km concentrations of substrates (counterscreen for miR-21 project). Luciferin 4-monooxygenase (Photinus pyralis), P08659. purified FLuc, Km substrates, luminescence inhibition. Potency, µM (highest dose often 57.5 µM), for the others: at the top dose activity change, negative = inhibition, hits mostly inhibitors. 360,000 tested, 6.9% active;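 note: plate controls were vehicle for no effect and reference inhibitor for full effect; nearly all actives have a fitted effect of over 55% in size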
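Purified P. pyralis luciferase, 10 nM final, with Km-level 10 uM D-luciferin and 10 uM ATP in 50 mM Tris acetate pH 7.5, 10 mM Mg acetate, 0.01% Tween-20, 0.05% BSA; 6-point qHTS titration about 60 µM downward; luminescence read.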
p53 reactivation: qHTS assay for re-activators of p53 using a Luc reporter. H1299 p53-A138V BP100-luciferase reporter, luminescence, 24 h. Potency, µM (titrated, usually from 92.2 µM), for inactives: at the top dose activity change, positive = activation, usual class: activators. 320,000 tested, 0.063% active. AID 504706, 2011; note: % of control where 0% means no effect; nearly all actives have a fitted effect of over 45% in size
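H1299 (p53-null), stable ts p53-A138V + BP100-Luc; 1000 cells/well, Opti-MEM/10% FBS; cpd 4 pt, 1:5; 24 h, 37 deg C, 5% CO2; detection reagent 10 min RT; luminescence.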
Rab9 promoter act: qHTS Assay for Rab9 Promoter Activators. Huh7 Rab9 promoter-luciferase reporter, luminescence, 24 h. Potency, µM (titrated, usually from 9.22 µM), inactives show at the highest dose activation, negative = inhibition, most hits filed as activators. 320,000 tested, 2.8% active; note: % of control where 0% means no effect; nearly all actives have a fitted effect of over 60% in size
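Measured in stably transfected Huh7 cells bearing a Rab9 promoter–luciferase construct: 24 h compound treatment at 37 °C, followed by luminescence detection.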
* hit, by the source's call; ? = inconclusive; . = not tested or not shown; [ ] = another dose, or the depositor's remark. Unless noted, calls come from the whole dose curve; as a rule, active = well fitted curve in the direction sought with a large enough effect; inconclusive = small, poorly fitted or top-dose-only effect, or another doubt; inactive = no such curve, though single readings can be large; an effect the other way counts as inactive or inconclusive. Potency is the fitted concentration of half-maximal effect. An excerpt (hit frequency here may not be typical).

SMILES | CXXC DNA block | NPC1 prom act | uPA surface inh | BRCA1 expr act | MBNL1 CUG block | RORg inh | Gal4-VP16 FLuc | ELG1 genotox | FLuc modulator | p53 reactivation | Rab9 promoter act
Cc1cc(C)n(C(=O)c2ccc([N+](=O)[O-])cc2Cl)n1 | 2.2% | -4.4% | -0.5% | 3.7% | ? | -1.6%[1.91 µM] | 3.4% | 0.1% | 8.2% | . | -0.6%
COP1(=O)C[C@@H](O)[C@@H](O)[C@@H](COCc2ccccc2)O1 (some centres not stated) | 3.2% | -3.6% | 13.6% | 7.4% | -2.0% | -36.3% | 3.7% | -2.2% | -0.7% | 1.6% | 0.2%
CNC(=O)COc1ccc2oc3c(c2c1)CCCC3 | 30.1%[activator] | 12.8% | 1.5% | 59.3% | -4.0% | 26.2% | 10.4% | ? | ? | 10.7% | 11.5%
CC1CC(C)CN(S(=O)(=O)CC23CCC(CC2=O)C3(C)C)C1 (configuration not stated) | -3.6% | 10.2% | 0.1% | -1.8% | -5.1% | -11.7% | 7.3% | 0.7% | 0.2% | 0.6% | 0.5%
COc1ccc(S(=O)(=O)/N=C2\C=C(Nc3ccc(O)cc3)C(=O)c3ccccc32)cc1 | -1.1% | -45.8%[inhibitor] | -5.9% | -67.7% | ? | 10µM* | 5.62µM* | -33.2%[inhibitor] | ? | -15.6% | -54.0%[inhibitor]
O=C(COC(=O)c1ccc(Cl)nc1)NNC(=O)c1ccc(Br)cc1 | . | 0.2% | -18.9% | -13.0% | . | . | . | -1.8% | -1.7% | -2.3% | 2.4%
Cc1cc(=O)[nH]c(S/C=C/c2ccccc2)n1 | 6.7% | 3.55µM* | . | 0.0% | -4.9% | -41.3% | ? | 20.6µM* | 5.36µM* | ? | ?
Cc1noc2ncnc(Sc3c(Cl)cccc3Cl)c12 | -4.9% | -6.8% | -16.0% | -87.2%[inhibitor] | 6.1% | -110.6% | 15.8µM* | 1.6% | 3.3% | ? | -11.5%
COc1ccc(C(=O)Oc2cccnc2)cc1OC | 23.8% | -5.5% | 1.5% | -25.5% | -6.4% | -3.3% | 3.0% | -6.2% | 0.6% | 20.8% | -7.5%
Cc1cc(C)n(-c2ccc(C(=O)O)cc2[N+](=O)[O-])n1 | -1.4% | -1.5% | 5.7% | 7.8% | 15.3% | 4.4% | -3.5% | 2.5% | -2.0% | 3.0% | 0.2%
O=C(NC1CCCCC1)C(c1cccnc1)N(C(=O)CCl)c1ccccc1Cl (configuration not stated) | 7.3% | -6.8% | 4.6% | -84.5%[inhibitor] | . | ? | 0.0% | -8.8% | 7.8% | -20.2% | -22.1%
O=C(C1=C[C@@H](c2csc3ccccc23)C[C@@H](OCCCCO)O1)N1CCN(Cc2ccc3c(c2)OCO3)CC1 | -0.1% | -3.4% | ? | -26.9% | -1.8% | -0.5% | 2.4% | -5.3% | 3.3% | 3.1% | -4.2%
Nc1nc(Cl)cc(Oc2ccc(Cl)cc2)n1 | -2.7% | 0.4% | 7.5% | 22.6% | . | 42.1% | -11.0% | 6.8% | 4.2% | 2.9% | 3.4%
COc1ccc(CN2CCN(c3ncccn3)CC2)c(OC)c1 | 13.1% | -1.0% | 0.5% | 0.5% | -0.4% | -21.0% | 1.1% | -1.4% | -2.2% | 5.1% | -2.6%
O=C(O)COn1c(-c2ccccc2)nc2ccc(Cl)cc21 | -3.9% | 9.7% | -5.5% | 35.7% | -3.6% | ? | ? | ? | 4.78µM* | -2.4% | 25.7%
COc1ccc(-n2c(O)c(C=NCc3ccccn3)c3ccccc3c2=O)c(OC)c1 | 8.3% | -1.2% | -4.2% | -1.3% | ? | -33.7% | 0.2% | 2.6% | -1.4% | -5.3% | -8.4%
CCCC(=O)N(c1ccc(F)cc1)C1C=CS(=O)(=O)C1 (configuration not stated) | -2.5% | -0.5% | 10.4% | 3.7% | ? | 1.2% | -9.3% | 0.2% | -0.4% | ? | -0.1%
C/C(=N\NC(=O)CNc1cccc(C(F)(F)F)c1)c1ccc(Br)cc1 | 0.8% | -6.3% | 6.0% | -22.0% | -12.3% | 7.1% | ? | -2.7% | 3.0% | 1.5% | 0.7%
Cc1cccc(NC(=S)NC2CCCC2)c1C | 10.7% | 0.0% | 7.9% | 4.7% | -0.9% | 7.08µM* | 7.08µM* | -4.2% | 0.9% | . | -3.4%
CN(C(=O)c1ccc(NC(=O)Cc2ccc(NC(=O)C3CCCN(C(=O)C4CCCC4)C3)cc2)cc1)C1CC1 (configuration not stated) | . | -1.0% | 2.1% | 29.8% | . | . | . | -1.0% | ? | -10.1% | 1.9%
Cc1ccc2c(c1)NC(c1cccs1)C1=C(CC(C)(C)CC1=O)N2 (configuration not stated) | 11.0% | 0.2% | 3.9% | -4.8% | 0.7% | 13.5% | 5.4% | 0.4% | 3.1% | -0.2% | -4.6%
CCCn1c(SCC(=O)Nc2sc(C)c(C)c2C(=O)OCC)nc2c1c(=O)n(C)c(=O)n2C | -7.3% | -1.9% | -8.6% | 5.6% | -1.1% | 1.6% | -4.0% | -1.0% | -1.5% | 1.2% | -6.1%
COc1ccc(NC(=O)/C=C/c2ccc(S(=O)(=O)N3CCOCC3)cc2)cc1 | . | 0.7% | -0.9% | 4.2% | . | . | . | -1.6% | 5.7% | -5.1% | -3.4%
CCC(=O)Nc1cccc(-c2nnc(SCC(=O)NCc3ccco3)n2C)c1 | -9.5% | -2.3% | 0.1% | -4.5% | 8.3% | 2.3% | 2.4% | -0.5% | -2.1% | 3.0% | -1.8%
O=C(c1cc2ccccn2n1)N1CCCC1 | -13.7% | -1.2% | . | . | 6.3% | -27.9% | 9.4% | 8.8% | -1.8% | 10.7% | 5.3%
Next part.
SMILES | CXXC DNA block | NPC1 prom act | uPA surface inh | BRCA1 expr act | MBNL1 CUG block | RORg inh | Gal4-VP16 FLuc | ELG1 genotox | FLuc modulator | p53 reactivation | Rab9 promoter act
O=C(NCC1CCCO1)NC1(C(F)(F)F)Oc2ccccc2O1 (configuration not stated) | -9.8% | -10.4% | -11.4% | 1.9% | -1.5% | -13.0% | -0.7% | -0.1% | 0.3% | 16.3% | -0.3%
CN1CCN(C(CNC(=O)Nc2ccc(Cl)cc2)c2ccc(F)cc2)CC1 (configuration not stated) | 4.4% | -1.2% | -4.3% | 53.1% | 1.5% | 1.9% | 16.1% | -1.3% | -1.4% | 4.6% | 2.3%
CC(=O)c1cn(N(C)c2ncc(C(F)(F)F)cc2Cl)c(=O)[nH]c1=O | 1.3% | -9.5% | 4.5% | 0.8% | . | ? | 8.1% | -4.0% | -4.1% | -0.5% | -1.4%
Fc1ccccc1COc1ccc(Br)cc1CNCc1cccnc1 | ? | 0.8% | 1.0% | -32.6% | -19.7% | 4.0% | 0.7% | -8.9% | -5.2% | -5.7% | -4.9%
CS(=O)(=O)c1ccc(Cl)c(NC(=O)CSc2nncn2-c2ccccc2)c1 | -7.7% | -1.6% | -6.3% | -5.0% | -5.0% | 1.7% | 6.1% | -11.0% | 1.6% | -1.0% | -4.2%
Cc1ccsc1C(=O)NCCc1ccco1 | . | ? | -16.7% | 4.47µM* | . | . | . | ? | 21.3µM* | ? | ?
COc1cccc(-n2c(C)cc(/C=C3/C(=N)N4C(=NC3=O)SN=C4S(C)(=O)=O)c2C)c1 | 37.1%[activator] | 1.3% | 6.3% | 18.3% | 7.2% | -1.7% | -1.0% | 4.6% | 5.36µM* | 2.9% | 1.1%
COc1ccc(CCNC(=O)CSc2ccc(-c3ccncc3)nn2)cc1 | -15.7% | -2.8% | 10.0% | -6.3% | -4.1% | 7.6% | 2.7% | -4.4% | 4.3% | -0.3% | -10.8%
Cc1nc2ncccn2c1-c1csc(Nc2ccc(N(C)C)cc2)n1 | -0.7% | -19.6% | -9.4% | -70.3% | ? | -14.4% | 8.2% | ? | ? | 9.0% | -30.5%[inhibitor]
Cc1ccc(C(=O)NCC(=O)OCC(=O)Nc2ccccc2C#N)s1 | 0.4% | -6.5% | -17.6% | -0.4% | -6.2% | -11.1% | -1.2% | 4.3% | 0.2% | 0.2% | 0.2%
COC(=O)c1ccc(NC(=O)CSc2nnc(COc3ccccc3)n2C)cc1 | -2.8% | 1.5% | -6.1% | 0.3% | 0.7% | -8.3%[0.365 µM] | . | -0.7% | 2.7% | -5.8% | -0.4%
COc1ccc(C(=O)N/N=C/c2cn[nH]c2-c2ccc(OC)cc2OC)cc1 | 0.2% | 0.7% | -7.1% | ? | -9.8% | -15.9% | 23.7% | 0.8% | ? | -0.1% | 2.4%
COc1ccc(Cl)cc1NC(=O)CN(C)C(=O)c1cc(=O)c2ccccc2o1 | . | 0.2% | 1.6% | -20.3% | . | . | . | -0.2% | 0.0% | -2.0% | -1.0%

Compound activity from PubChem BioAssay.
